# VHR inh color = VHR1 phosphatase inhibitors, primary screen, biochemical, colorimetric, HTS | AID 1992, 2009 | inhibition, % at 20 µM | 50,000 tested, 0.7% active | recombinant VHR phosphatase, colorimetric substrate read-out | Dual specificity protein phosphatase 3 (Homo sapiens), P51452; in the data active = inhibition above about 60%; also: some results filed as inactive read as strong as hits
# Target sequence (P51452 whole entry, looked up): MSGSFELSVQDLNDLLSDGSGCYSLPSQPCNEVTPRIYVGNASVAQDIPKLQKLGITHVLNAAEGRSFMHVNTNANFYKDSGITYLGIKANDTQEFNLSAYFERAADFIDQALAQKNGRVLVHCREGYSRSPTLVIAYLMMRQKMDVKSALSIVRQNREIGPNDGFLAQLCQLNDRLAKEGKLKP
# * = called active by the depositor. An excerpt (hit frequency here may not be typical).
SMILES,VHR inh color
O=S(=O)(O)c1nc2ccccc2n1-c1ccccc1,92*
Cc1ccc(C(=O)Nc2cccc(-c3nc4ccccc4s3)c2C)cc1C,7
O=C(O)c1cccc2c1NC(c1ccccc1Br)C1CC=CC21 (stereo unspecified),53
COc1ccc(/C=C/C(C)=C/C=C/C(C)=O)cc1,15
Cc1occc1C(=O)Nc1ccccc1Cl,3
COc1cccc2cc(-c3nc(-c4ccccc4)cs3)c(=O)oc12,12
CON(C)c1nc(OCCNC(=O)COc2ccc(Cl)cc2Cl)nc(N(C)C)n1,0
COc1ccc(C2=C/C(=C/c3ccc(OC)cc3OC)C(=O)O2)cc1,26
CN(C)c1ccc(C2/C(=C(\O)c3ccc([N+](=O)[O-])cc3)C(=O)C(=O)N2CCCCCC(=O)O)cc1 (stereo unspecified),-13
CCc1ccc(OCC(=O)Nc2cc(Cl)cc(Cl)c2)cc1,-2
CCCOc1ccc(/C=N/N(C)c2cc(C)nc(-c3ccccc3O)n2)c(O)c1,-6
Cc1sc2nc(SCC(=O)N3CCOCC3)[nH]c(=O)c2c1C,-2
CC(C)CC(=O)NC(NC(=S)Nc1cccc(Cl)c1)C(Cl)(Cl)Cl (stereo unspecified),-4
O=C(NNC(=O)c1ccco1)C(=O)N1CCCC1,-3
Cc1ccc2c(c1)NC(c1ccc(F)cc1)C1=C(CC(C)(C)CC1=O)N2 (stereo unspecified),7
O=S(=O)(Nc1cccc(I)c1)c1ccccc1,-20
O=C(Nc1cccc(Cl)c1Cl)C1CN(S(=O)(=O)c2ccccc2)CCN1S(=O)(=O)c1ccccc1 (stereo unspecified),29
O=C1/C(=C/c2ccccc2)SC(=S)N1c1ccccc1Br,-17
CCOC(=O)CC(=O)Nc1ccccc1C(=O)OCC,-5
O=C1C(=O)N(c2nc3ccccc3s2)C(c2cccc([N+](=O)[O-])c2)/C1=C(/O)c1ccccc1 (stereo unspecified),-6
O=C(Nc1ccccn1)c1ccc(S(=O)(=O)c2ccccc2)cc1,-11
N#Cc1c(/N=C\c2ccc(N3CCOCC3)c([N+](=O)[O-])c2)sc2c1CCCC2,-1
Cc1c(N(C(=O)c2cccc(Cl)c2)C(C)C)c(=O)n(-c2ccccc2)n1C,-8
CCOC(=O)N1N=C(c2cccc([N+](=O)[O-])c2)CC1(O)C(F)(F)F (stereo unspecified),-8
CCOC(=O)c1cc2ccc(O)cc2oc1=O,2
O=C1C(=O)N(CCO)C(c2cccc(F)c2)/C1=C(\O)c1ccccc1 (stereo unspecified),-2
Cc1cccc(C)c1NC(=O)c1ccc([N+](=O)[O-])cc1,-18
CN(c1ccccc1)c1ccc(/C=C2\C(=O)ON=C2c2cccc([N+](=O)[O-])c2)cc1,-3
CCC(=O)N(CCc1ccc(OC)cc1)C1CC(=O)N(c2ccc(Br)cc2)C1=O (stereo unspecified),2
O=C1C2C3C=CC(CC3)C2C(=O)N1c1ccc(F)cc1 (stereo unspecified),14
COc1ccc(OCC(=O)Oc2ccc3c(c2)C(C)=CC(C)(C)N3)cc1,2
O=C(Nc1ccc(SC(F)F)cc1)/C(=C/c1ccc(Cl)cc1)NC(=O)c1ccccc1,-6
COc1ccc(CCNC(=O)c2ccc(C)c([N+](=O)[O-])c2)cc1,-9
O=C(COc1ccccc1[N+](=O)[O-])N/N=C/c1cccc(OC(=O)c2ccc3c(c2)OCO3)c1,-17
CCOc1ccc(-n2c(C)c(C(C)=O)c(C(C)=O)c2C)cc1,0
O=C(CSc1nc2ccccc2[nH]1)c1ccc(-c2ccccc2)cc1,14
CCc1nnc(NC(=O)C2CC3CCC2C3)s1 (stereo unspecified),-27
Cc1ccc(S(=O)(=O)n2cccc2)cc1,-16
O=C1C=C(NNC(=O)Cc2ccccc2)CCC1,-2
Cc1cccn2c(=O)c(/C=C3\SC(=S)N(C(C)c4ccccc4)C3=O)c(NCCc3ccccc3)nc12 (stereo unspecified),1
CCCCOC(=O)c1ccc(OC(=O)CCN2C(=O)c3ccccc3C2=O)cc1,-17
CCC(C(=O)N1CCc2ccccc21)c1ccccc1 (stereo unspecified),-18
O=C(Nc1ccccc1C(=O)NCCCO)c1ccccc1,-1
C=CCn1c(SC)nc(O)c(Cc2ccccc2)c1=O,15
Clc1ccccc1CSc1ncnc2nc[nH]c12,-10
Cc1ccc(S(=O)(=O)N2CCN(CCN3C(=O)c4cccc5cccc(c45)C3=O)CC2)cc1[N+](=O)[O-],-58
COc1ccc(N/C(=N\S(=O)(=O)c2ccc(NC(C)=O)cc2)Nc2nc(C)cc(C)n2)cc1OC,1
O=C(N/N=C/c1ccccc1Cl)c1ccccn1,-16
COCCOC(=O)c1c(C)oc2ccc(OCc3ccccc3Br)cc12,-4
COC(OC)C12c3ccccc3C(c3ccccc31)C1C(=O)N(Cc3cccnc3)C(=O)C12 (stereo unspecified),-31
COc1ccccc1N(CC(=O)Nc1cc(C)ccc1C)S(=O)(=O)c1ccccc1,-14
Cc1cccc2c1[nH]c1nc(SCC(C)C)nnc12,-22
C#CCSc1nc2ccccc2n1C(=O)CCN1C(=O)c2cccc3cccc(c23)C1=O,3
COc1cc(C(=O)c2cc(Br)ccc2NC(=O)COc2ccccc2)cc(OC)c1OC,-11
O=c1[nH]c2ccccc2c(O)c1-c1cc2ccccc2oc1=O,-36
O=C(Cn1cc(/C=C2\NC(=O)NC2=O)c2ccccc21)Nc1ccccc1,-15
Cc1cccc(C(=O)O/N=C(\N)c2ccncc2)c1,-15
O=C1CC(NCc2cccs2)C(=O)N1c1ccc(Cl)cc1 (stereo unspecified),1
Cn1c(=O)c2c(nc(Sc3ncn[nH]3)n2C)n(C)c1=O,-4
CC1=NN(c2ccc(S(N)(=O)=O)cc2)C(=O)/C1=C\c1ccc(-c2cc([N+](=O)[O-])ccc2C)o1,77*

# Molecules above with an aryl thioether with sulfur outside any ring, in the order listed:
SMILES,VHR inh color
Cc1sc2nc(SCC(=O)N3CCOCC3)[nH]c(=O)c2c1C,-2
O=C(Nc1ccc(SC(F)F)cc1)/C(=C/c1ccc(Cl)cc1)NC(=O)c1ccccc1,-6
O=C(CSc1nc2ccccc2[nH]1)c1ccc(-c2ccccc2)cc1,14
C=CCn1c(SC)nc(O)c(Cc2ccccc2)c1=O,15
Clc1ccccc1CSc1ncnc2nc[nH]c12,-10
Cc1cccc2c1[nH]c1nc(SCC(C)C)nnc12,-22
C#CCSc1nc2ccccc2n1C(=O)CCN1C(=O)c2cccc3cccc(c23)C1=O,3
Cn1c(=O)c2c(nc(Sc3ncn[nH]3)n2C)n(C)c1=O,-4

# Other results.
SMILES,VHR inh color
C/C(Cn1nnc([N+](=O)[O-])n1)=N\NC(=O)c1cccc(Cl)c1,-44
Cc1cccc(OCCCCN2CCCC2)c1,-9
COc1cc(/C=N/NC(=O)CCc2cc(C(C)(C)C)c(O)c(C(C)(C)C)c2)cc(Br)c1O,-7
COc1ccc(C)cc1NC(=O)COc1ccc(Br)c(C)c1,-25
O=C(NCc1ccccn1)C12CC3CC(CC(C3)C1)C2,5
Cc1ccc2c(c1)C(c1ccccc1Br)CC(=O)N2 (stereo unspecified),1
CCCCOC(=O)c1ccc(NC(=O)c2ccc(I)cc2)cc1,-19
COc1ccc(CCNS(=O)(=O)c2ccc(Cl)cc2)cc1,-2
Cn1c(=O)c2c(ncn2CC(=O)Nc2ccc(OCc3ccccc3)cc2)n(C)c1=O,16
Cc1ccc(N=C2NC(=O)/C(=C/c3ccc(F)cc3)S2)cc1Cl,-1
Cc1ccc(C2=NN(C(=O)OC(C)(C)C)C(O)(C(F)(F)F)C2)cc1 (stereo unspecified),13
CCOc1ccc(C(=O)NC(C)C2COc3ccccc3O2)cc1 (stereo unspecified),-1
Cc1sc(NN=C2CCCC2)nc1-c1ccccc1,26
COC(=O)c1c(C)oc2cc(Br)c(OCC(N)=O)cc12,-30
C=CCN1C(=O)/C(=C\c2ccc(OCc3ccccc3)c(OCC)c2)SC1=S,-4
CC(=O)NS(=O)(=O)c1ccc(NC(=O)Cc2ccccc2)cc1,19
COc1ccc(/C=C2\SC(N3CCCC3)=NC2=O)cc1,-4
O=C(COc1ccc(Br)cc1)Nc1ccccc1Cl,3
Cc1cc(C)c(OCC(=O)Nc2ccc(I)cc2)c(C)c1,-3
O=C(/C=C/c1ccco1)Nc1nc2ccc(Br)cc2s1,3

# Look-ups from the list.
# VHR inh color with COc1ccccc1N(CC(=O)Nc1cc(C)ccc1C)S(=O)(=O)c1ccccc1 : -14
# VHR inh color with Cc1cccc2c1[nH]c1nc(SCC(C)C)nnc12 : -22

# Reformatted as tab-separated lines: part of the list above.
mol	VHR inh color
COC(=O)c1c(C)oc2cc(Br)c(OCC(N)=O)cc12	-30
C=CCN1C(=O)/C(=C\c2ccc(OCc3ccccc3)c(OCC)c2)SC1=S	-4

# The results go on.
SMILES,VHR inh color
Cc1cccc(-n2c(O)c(C=NCc3ccc(F)cc3)c(=O)[nH]c2=O)c1,-16
CCn1c2ccccc2c2cc(NC(=O)C/C(C)=N/NC(=O)OCc3ccc(OC)cc3)ccc21,-27
CC(C)COc1ccc(C(=O)Nc2cccc(C(F)(F)F)c2)cc1,-9
CCn1c(O)c(/C=C2\C=Nc3ccccc32)sc1=S,0
O=C(Nc1cccc(Cl)c1)O/N=C\c1ccncc1,-10
CCOC(=O)c1ccc2c(c1)C1C=CCC1C(c1ccc(Cl)cc1Cl)N2 (stereo unspecified),1
Cc1[nH]c(=O)c(C(=O)/C=C/c2cccs2)c2c1CCCC2,2
O=C1c2ccccc2CCC1C1(O)C(=O)Nc2ccccc21 (stereo unspecified),-1
O=C(Nc1ccc(-c2nc3ccccc3s2)cc1)c1cccc(C(F)(F)F)c1,4
O=C1N/C(=N/N=C/c2ccccc2O)SC1Cc1cc(Cl)ccc1Cl (stereo unspecified),-7
Cc1cc(C)c2nc3s/c(=C\c4ccc(-c5ccccc5C(=O)O)o4)c(=O)n3c2c1,69*
Cc1cccc(C(=O)NCc2ccncc2)c1,-19
COc1ccc2nc(NC(=O)c3ccc(C(C)(C)C)cc3)sc2c1,73
CC(C)(C)c1ccc(OCC(=O)Nc2cccc(NC(=O)c3cccc(Cl)c3)c2)cc1,-12
CCOC(=O)c1ccccc1NC(=O)C1COc2ccccc2O1 (stereo unspecified),-11
O=C(COc1ccc2ccccc2c1)N1CCN(C2CCCC2)CC1,-2
COC(=O)c1cc(S(=O)(=O)N2CCOCC2)ccc1Cl,-4
O=C1NC(=S)N(c2ccc(Cl)cc2)C(=O)/C1=C/c1ccc(N2CCOCC2)o1,2
Cc1ccc(-c2ccc(/C=C3/SC(=S)NC3=O)o2)cc1Cl,61
Cc1ccn2c(NC(=O)/C=C/c3ccccc3)c(-c3ccccc3)nc2c1,-16
CCOc1ccc(-n2c(O)c(C=NCCCO)c(=O)[nH]c2=O)cc1,3
O=C1C2C3C=CC(C4CC34)C2C(=O)N1Cc1ccc(F)cc1 (stereo unspecified),12
COC(=O)c1ccc(/C=C2/C=C(c3ccc(OC)cc3)OC2=O)cc1,-6
CCC12CC3CC(C1)CC(C(=O)NNC(N)=O)(C3)C2,-17
O=C1CC(=O)N(c2ccc(Br)cc2)N1,37
CC(C)COc1ccc(C(=O)Nc2cccc3ccccc23)cc1,-8
O=C1NC(=S)N(c2ccccc2)C(=O)/C1=C/c1cc(Br)c(O)c(Br)c1,25
CC(C)=CCCC(C)CC1OCC(C)O1 (stereo unspecified),-17
COC(=O)c1c(C(F)(F)F)cc(-c2ccccc2)nc1C,-12
CCOC(=O)C1=C(C)N=c2s/c(=C\c3ccc(OCC)cc3)c(=O)n2C1c1ccccc1 (stereo unspecified),-16
N#CC(C#N)=Cc1ccc(-c2ccc(S(N)(=O)=O)cc2)o1,9
CC1(C)CC(=O)C2=C(C1)NC1=C(C(=O)c3ccccc31)C2c1ccc(OC(=O)c2sc3ccccc3c2Cl)cc1 (stereo unspecified),0
CCOc1ccccc1NC(=O)c1c(NC(=O)c2ccc(C)cc2)sc2c1CCCC2,-20
O=C(O)c1ccc2c(c1)c1c(n2Cc2ccccc2)CCS(=O)(=O)C1,23
O=C(c1cccc(Cl)c1Cl)N1CCN(c2ccc([N+](=O)[O-])cc2)CC1,-5
Cc1ccc(NC(=O)C2C3C4CCC(C4)C23)cc1 (stereo unspecified),-22
COc1ccc(OCC(O)COc2ccc(C(=O)O)cc2)cc1 (stereo unspecified),-4
O=c1/c(=C/c2cccc([N+](=O)[O-])c2)sc2nnc(-c3ccccc3)n12,2
CCOC(=O)C1=NN(C(=O)Cc2ccccc2)C(O)(c2ccc(Cl)cc2)C1 (stereo unspecified),-1
CCOc1ccc(NC(=S)NC(NC(=O)c2ccccc2)C(Cl)(Cl)Cl)cc1 (stereo unspecified),-52

# Random excerpt: five records from the list, in no set order.
SMILES,VHR inh color
CCC12CC3CC(C1)CC(C(=O)NNC(N)=O)(C3)C2,-17
COC(=O)c1c(C(F)(F)F)cc(-c2ccccc2)nc1C,-12
CCOc1ccc(NC(=S)NC(NC(=O)c2ccccc2)C(Cl)(Cl)Cl)cc1 (stereo unspecified),-52
CC1(C)CC(=O)C2=C(C1)NC1=C(C(=O)c3ccccc31)C2c1ccc(OC(=O)c2sc3ccccc3c2Cl)cc1 (stereo unspecified),0
O=c1/c(=C/c2cccc([N+](=O)[O-])c2)sc2nnc(-c3ccccc3)n12,2

# (next part)
SMILES,VHR inh color
CC(C)(C)N1C(=O)NC(=O)C(=Cc2ccc([N+](=O)[O-])s2)C1=O,6
CCNC(=O)NC(C(=O)OC)C12CC3CC(CC(C3)C1)C2 (stereo unspecified),1
Cc1ccc(S(=O)(=O)N(CC(C)C)CC(C)C)cc1,-6
O=C(NN1C(=O)/C(=C/c2cccnc2)SC1=S)C(c1ccccc1)c1ccccc1,18
CCOc1ccc(N2C(=O)NC(=O)/C(=C\c3ccc(N(CC)CC)cc3OC)C2=O)cc1,0

# Compound activity as filed in PubChem BioAssay.
